# G6PDH counter = inhibits Leuconostoc G6PDH, flagging false hits in G6PDH-based assays | inhibition, % at 5 µM | AID 1020 | Purified L. mesenteroides G6PDH, diaphorase/resazurin coupled fluorescence, 45 min | hit rate 0.12% among 200,000; in the data active means inhibition above about 50%
# Diaphorase inh = diaphorase inhibition or chemical oxidation counter-screen | diaphorase resazurin-to-resorufin fluorescence, NADH, 16 min; bacterial (C. kluyveri) enzyme, not human | inhibition, % at 20 µM | hit rate 0.69% among 190,000 | AID 1217;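 active means primary screen inhibition at 20 µM above a set limit, cut at about 50% in these data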;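 further: plate controls were DMSO with full reaction for no effect and wells lacking NADH for full effect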
#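 System: Bacterial diaphorase enzyme (C. kluyveri) | Incubation: 16-min room-temperature incubation before reading | Benchmarks: No-NADH positive control and DMSO neutral control | Measured by: Resorufin fluorescence 544/590 nm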
# TLR4-MyD88 BLA = inhibitors of human TLR4-MyD88 binding; O00206+Q99836; HeLa CL3-4 TLR4/MyD88 BLA complementation, FRET ratio; inhibition, % at 8.4 µM; hit rate 0.18% among 200,000; AID 861; in the data active means inhibition above about 25%;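 further: 0% = vehicle and 100% = reference inhibitor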
# NF-kB expr up = compounds increasing NF-kB expression in human neuronal cells | AID 1239 | fold change at 12.5 µM | NF-kB reporter expression; hits give high values | hit rate 1.6% among 190,000; in the data active means fold change above about 3.3
# FLuc act counter = firefly luciferase counter-screen for stimulation assays; ATPlite luciferase biochemical, luminescence, 10 min; 0 = ATP-free wells, 1 = DMSO control; P08659; 200,000 tested, under 10 active; activation factor at 10 µM;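 active means luciferase activation factor, scaled between plate controls, of at least 2 with compound at 10 µM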
# Target sequence (P08659 whole entry, looked up): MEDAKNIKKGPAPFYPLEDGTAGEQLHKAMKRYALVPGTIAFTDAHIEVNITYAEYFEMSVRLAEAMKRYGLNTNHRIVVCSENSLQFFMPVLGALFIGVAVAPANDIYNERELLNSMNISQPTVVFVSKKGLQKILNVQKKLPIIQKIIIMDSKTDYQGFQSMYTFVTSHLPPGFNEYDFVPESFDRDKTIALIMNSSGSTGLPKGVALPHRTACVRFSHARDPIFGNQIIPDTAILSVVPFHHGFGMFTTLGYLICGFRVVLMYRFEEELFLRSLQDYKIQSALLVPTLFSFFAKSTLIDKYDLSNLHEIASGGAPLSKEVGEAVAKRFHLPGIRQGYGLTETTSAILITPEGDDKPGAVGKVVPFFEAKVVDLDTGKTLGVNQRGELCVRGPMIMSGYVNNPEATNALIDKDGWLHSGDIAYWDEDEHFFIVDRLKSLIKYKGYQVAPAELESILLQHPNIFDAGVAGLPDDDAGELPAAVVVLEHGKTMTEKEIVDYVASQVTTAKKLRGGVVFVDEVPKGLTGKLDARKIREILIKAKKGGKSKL
#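 test system = cell-free luciferase reagent | medium = PBS as buffer for the ATP substrate | dosing = test compounds dosed from 2 mM stocks in 100% DMSO | incubation = 10 min at ambient temperature | detection = luminescence measurement of luciferase light output | benchmarks = low control with PBS replacing ATP, high control enzyme plus ATP without compound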
# Diaph act CS = activates diaphorase or chemically reduces, flagging diaphorase assay artifacts. Diaphorase/resazurin coupled assay, resorufin fluorescence, 16 min; hits give high values; 1 = vehicle wells, 0 = NADH-free wells. hit rate 0.005% among 190,000. activation factor at 20 µM;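 active means diaphorase activity raised at least twofold by the compound at 20 µM; inactive means activation factor below 2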
#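 Material: Clostridium kluyveri diaphorase, purified enzyme; Quantity: enzyme 0.07 U/mL final; Medium: HEPES pH 7.4 buffer with MgCl2 and Tween 20; Dosing: single compound dose of 20 µM, 1% DMSO final; Schedule: 16 min reaction at room temperature; Measured by: red resorufin fluorescence at 544/590 nm excitation/emission.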
# FLuc inhib CS = counter-screen for luciferase assay inhibitors: firefly luciferase inhibition | P08659 | ATPLite firefly luciferase biochemical luminescence, 10 min | inhibition, % at 10 µM | hit rate 1.5% among 200,000 | AID 1006;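 active means inhibition above about 50% when tested at 10 µM, limit read from the data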
# APP 5'UTR act = activates APP 5'UTR luciferase reporter. activation, % at 2 µM. AID 1276. hit rate 1% among 190,000. SH-SY5Y APP 5'UTR luciferase reporter, luminescence; zero percent = DMSO vehicle wells;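 active means activation above a set limit, based on mean plus 3 SD of controls, cut at about 140% in these data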; further: values of inactives mirror those of a sister screen read the other way
# APP 5UTR inh = APP translation inhibition; SH-SY5Y APP 5'UTR-luciferase reporter, luminescence; inhibition, % at 2 µM; hit rate 0.82% among 190,000; AID 1285;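 active means inhibition above a set limit, derived from the sample mean plus 3 SD, cut at about 45% in these data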; further: values of inactives mirror those of a sister screen read the other way
# STAT1 act = increases IFN-gamma driven STAT1 reporter signal; activation (% of control), % at 5.5 µM; hit rate 2.6% among 200,000; NIH 3T3 STAT1-luciferase reporter, luminescence; 100% = IFN-gamma alone, no compound;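 active means activation above the screen-wide mean activation plus 3 SD, cut at about 130% in these data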;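 further: raw ratio to IFN-gamma control signal so 100% means no change and 0% no light; values of inactives mirror those of a sister screen read the other way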
# Starred values were filed as active, the others as inactive; . = no result given. This is a random part of the collection; overall some 5.6% were active at least once.
molecule	G6PDH counter	Diaphorase inh	TLR4-MyD88 BLA	NF-kB expr up	FLuc act counter	Diaph act CS	FLuc inhib CS	APP 5'UTR act	APP 5UTR inh	STAT1 act
O=C(c1ccc(F)c(S(=O)(=O)N2CCOCC2)c1)N(c1ccccc1)c1ccccn1	5	-1	-1	0.96	1	1	2	2	-2	92
S=C(NCCc1ccccc1)Nc1ccccc1N1CCOCC1	9	21	-4	1	1	0.8	-1	-17	17	103
NS(=O)(=O)c1ccc(CCNS(=O)(=O)c2ccccc2)cc1	3	8	1	1	1	0.9	-5	8	-8	95
COC(=O)CCC/C=C1/SCC(NC(=O)c2ccccc2)/C1=N/O (stereo not drawn)	5	-12	-1	0.78	1.1	1.1	-9	-6	6	95
C=C(C)Cn1c(CCNC(=O)CC)nc2ccccc21	4	7	20	1.4	1	0.9	-5	2	-2	97
CC(C)OC(=O)c1cc(NC(=O)c2nn(C)cc2Br)cc(C(=O)OC(C)C)c1	-4	18	-9	1.1	1	0.8	-2	4	-4	105
CCOC(=O)c1[nH]c2ccc(F)cc2c1NC(=O)Nc1ccccc1OC	-2	-2	0	1.1	1	1	2	14	-14	93
COc1ccc(-c2nc(Cn3c(SCc4ccc(C)cc4)nc4ccncc43)c(C)o2)cc1OC	8	5	1	0.91	0.6	0.9	43	35	-35	101
CS(=O)(=O)N(CC(=O)NCC1CCCO1)c1cc(Cl)c(Cl)cc1Cl (stereo not drawn)	17	-5	-8	0.91	1.1	1.1	-6	18	-18	108
O=C1C=C(c2cccs2)C[C@H](c2ccccc2)[C@H]1n1nnc([N+](=O)[O-])n1	-10	18	8	0.84	1.1	0.8	-9	-16	16	100
COc1ccc(CCNC(=S)Nc2ccc(C)cc2C)cc1	6	22	-2	1.2	1.1	0.8	-7	0	0	98
Cn1cc(Br)c(C(=O)NN2C(=O)C3C4C=CC(C5CC45)C3C2=O)n1 (stereo not drawn)	1	14	-1	0.97	1	0.9	-3	7	-7	102
O=S(=O)(c1cccc(-c2cn3cccnc3n2)c1)N1CCOCC1	-1	18	3	1.2	1.1	0.8	-5	2	-2	94
CCOC(=O)c1c(NC(=O)CN2C(=O)NC(C)(c3ccc(Cl)cc3)C2=O)sc(C(=O)NC)c1C (stereo not drawn)	4	16	-1	1.1	1	0.8	-5	9	-9	103
CCNc1nc(Oc2c(Cl)cccc2Cl)cc(C(F)(F)F)n1	2	14	8	0.91	1.1	0.9	-7	13	-13	98
CSc1nc(N(C)C)nc(N(C)C#N)n1	-1	3	-9	1.2	1.1	1	-9	-1	1	119
Cc1cc(C)c(C)c(S(=O)(=O)NCc2ccco2)c1C	-2	13	-8	0.72	1.1	0.9	-7	14	-14	97
Cc1nnc(SCC2=C(C(=O)O)N3C(=O)C(NC(=O)Cn4nc(C(F)F)c(Cl)c4C)C3SC2)s1 (stereo not drawn)	3	-4	-4	1	1	1	4	5	-6	97
COc1cccc2c(SCC(=O)N/N=C/c3ccc(O)cc3O)cc(C)nc12	-12	10	-16	1.3	1	0.9	-1	-24	24	99
O=C(O)CCCC(=O)Nc1cccc(C(=O)Nc2ccccc2C(=O)O)c1	12	10	7	0.93	1	0.9	2	-2	2	93
NC(=O)Cn1c(=O)n(-c2ccccc2)c(=O)c2oc3ccccc3c21	-1	11	4	1.3	1.1	0.9	-7	-21	21	105
CCOC(=O)[C@@H]1CCNC[C@@H]1c1ccccc1	2	2	-2	1.1	1	1	-4	1	-1	102
c1ccc(Cn2ccnc2SCc2nnc(-c3ccccc3)o2)cc1	4	-1	6	1.1	1	1	2	-8	8	103
O=C(CCNC(=O)c1ccccc1)Oc1ccc([N+](=O)[O-])cc1	3	-2	-3	1.1	1	1	2	2	-2	93
Brc1cccc(-c2n[nH]c(-c3ccccc3)n2)c1	5	13	2	3.9*	0.9	0.9	12	132	-132	138*
COc1ccccc1C(=O)NC(CCSC)C(=O)OC(C)C(N)=O (stereo not drawn)	8	12	5	0.99	1.1	0.9	-8	7	-7	103
Cc1cc(C)cc(OCC(=O)OCC(=O)c2ccc3c(c2)NC(=O)CO3)c1	9	11	-11	3.6*	1.1	0.9	-5	.	.	109
CCc1ccc(C(CNC(=O)c2ccc3c(=O)n(-c4ccccc4F)c(=S)[nH]c3c2)N(C)C)cc1 (stereo not drawn)	-1	7	0	0.6	1	0.9	-3	11	-11	93
CCOC(=O)C1=C(N)n2c(s/c(=C\c3ccco3)c2=O)=C(C(=O)OC(C)C)C1c1ccco1 (stereo not drawn)	8	28	-4	1	1	0.7	-2	7	-7	102
Cc1ccc(-n2sc3ccccc3c2=O)cc1	-9	12	8	2	0.6	0.9	41	-32	32	98
C(=N\N(Cc1ccccc1)c1ccccc1)/c1cccnc1	-1	18	-10	1.1	1.1	0.8	-8	16	-16	101
COc1ccccc1N1CCN(C(=O)Cn2nnc(-c3cccs3)n2)CC1	-2	9	8	1.2	1	0.9	-3	-1	1	101
CCOc1cc(/C=N/N=C2/NC(=O)C(CC(=O)O)S2)ccc1OCc1ccc(Cl)cc1 (stereo not drawn)	-3	6	0	1.1	1	0.9	1	-9	9	100
Cc1cccc(CSc2nc3c(c(=O)[nH]2)CCCC3)c1	3	0	-7	1	1.1	1	-5	12	-12	104
O=C(NCN1C(=O)C2C3C=CC(C3)C2C1=O)Nc1cccnc1 (stereo not drawn)	-2	21	-5	0.88	1.1	0.8	-6	.	.	99
CCOc1ccc(-n2cnnn2)cc1S(=O)(=O)NC1CC1	7	4	-3	1.3	1.1	1	-7	-8	8	103
CC(=O)Nc1ccc(S(=O)(=O)Nc2nc3ccccc3nc2N2CCc3ccccc3C2)cc1	-12	14	4	1.2	0.9	0.9	13	18	-18	112
Brc1ccc2ncnc(Nc3cccc4ccccc34)c2c1	17	27	-1	0.48	1	0.7	-2	14	-14	75
Cc1ccc(S(=O)(=O)NCCN2CCOCC2)cc1C	9	10	5	1.1	1	0.9	3	7	-7	96
CCOC(=O)N1CCN(C(=O)CSc2ccc3nnc(-c4ccncc4)n3n2)CC1	4	27	-6	0.65	1	0.7	-5	20	-20	100
COCCSc1ccccc1C(=O)NCc1ccc2c(c1)OCO2	2	12	4	0.98	1.1	0.9	-6	-4	4	94
COc1cccc(C(=O)N/N=C(/c2ccccc2)c2ccccn2)c1	-4	-8	7	1.5	0.9	1.1	14	-15	15	104
COc1ccc2[nH]c3c(=O)n(Cc4ccc(C(=O)N5CCCC5)cc4)c(=S)[nH]c3c2c1	-1	32	9	1.4	1	0.7	-2	-5	5	98
COc1ccc(Nc2ccccc2)c(C)c1	0	24	-2	0.96	1	0.8	0	-7	7	105
O=C(O)C1CCCCC1C(=O)NCCc1ccncc1 (stereo not drawn)	-2	9	-9	1	1	0.9	1	-8	8	92
O=c1[nH]c2cc([N+](=O)[O-])c(NCCO)c([N+](=O)[O-])c2[nH]1	2	12	-4	0.99	1	0.9	1	-2	2	96
COc1ccc(CC2(C)OC(c3ccc(Cl)cc3)=NN2C(C)=O)cc1 (stereo not drawn)	9	12	-6	0.87	1	0.9	-1	10	-10	96
O=C(CSc1nnnn1-c1ccccc1)Nc1ccc(Cl)cn1	0	12	1	1.6	1.1	0.9	-7	2	-2	100
CCOC(=O)C1(CC)NC(c2cccc(F)c2)C2C(=O)N(CC)C(=O)C21 (stereo not drawn)	6	2	-4	1.2	1.1	1	-10	-1	1	98
COc1ccc(-c2nnc(Nc3ccc(OC)c(C(=O)N4CCCCC4)c3)c3ccccc23)cc1	-12	11	-2	0.72	1	0.9	3	-4	4	106

# More entries.
molecule	G6PDH counter	Diaphorase inh	TLR4-MyD88 BLA	NF-kB expr up	FLuc act counter	Diaph act CS	FLuc inhib CS	APP 5'UTR act	APP 5UTR inh	STAT1 act
CCn1ncc(-c2cc(C(=O)O)no2)c1C	13	.	9	1.4	1	.	4	3	-3	99
COc1cccc(C(C#N)N2N=C(C)CC2(C)C)c1O (stereo not drawn)	8	10	0	1.3	1	0.9	-2	2	-2	101
CCOC(=O)C1CCN(C(=O)CC(C)c2ccccc2)CC1 (stereo not drawn)	4	-7	-17	1	1	1.1	-1	0	0	101
COc1ccc([N+](=O)[O-])cc1NC(=O)C(C)OC(=O)c1cccnc1 (stereo not drawn)	6	12	-7	0.76	1	0.9	-4	-1	1	104
O=C(CSc1nnc(C2COc3ccccc3O2)o1)N1CCCc2ccccc21 (stereo not drawn)	-25	33	5	0.79	1	0.7	-3	5	-5	98
Cc1ccc(-c2nc(CN(CC3CCC3)CC3CCCO3)c(C)o2)s1 (stereo not drawn)	17	8	3	.	1.1	0.9	-5	0	0	102
Cc1c2c(n3c(nc4ccccc43)c1C#N)N(CCN(C)C)CC2	16	20	-1	1.6	1.1	0.8	-6	19	-19	90
O=C(/C=C/c1ccccc1)NC(=S)NNC(=O)c1ccco1	2	52*	15	0.95	1	0.5	4	3	-3	110
CS(=O)(=O)N1CCC(Oc2ccccc2C(=O)NC2CCOC2)CC1 (stereo not drawn)	6	6	2	1.3	1.1	0.9	-6	-10	10	102
COc1ccc(OC)c(C2C3=C(CCCC3=O)Nc3nnnn32)c1 (stereo not drawn)	5	-3	1	1.2	1.1	1	-9	1	-2	107
Cc1cc(C(=O)OCC(=O)Nc2ccc(F)cc2[N+](=O)[O-])c2ccccc2n1	-10	-10	2	1.1	1	1.1	3	9	-9	102
Cc1cc(NC(=O)CN2C(=O)C3CC=CCC3C2=O)no1 (stereo not drawn)	3	4	-3	0.89	1.1	1	-8	3	-3	99
Nn1c(SCC(=O)Nc2ccc3c(c2)OCO3)nncc1=O	5	17	1	1.3	1	0.8	1	13	-13	98
COc1ccccc1C(CC(=O)Nc1ccc(C)c(C)c1)c1ccc(OC(C)C)cc1 (stereo not drawn)	-15	4	-2	1	1	1	-2	-20	20	93
COc1ccccc1NC(=O)c1ccc(NS(=O)(=O)c2cccc3cccnc23)cc1	-13	12	3	0.76	1.1	0.9	-6	4	-4	91
Cn1cc(CN2CCc3ccccc3C2)c2ccccc21	-1	16	4	0.88	1	0.8	-5	-7	7	92

# Three consecutive compounds already listed:
molecule	G6PDH counter	Diaphorase inh	TLR4-MyD88 BLA	NF-kB expr up	FLuc act counter	Diaph act CS	FLuc inhib CS	APP 5'UTR act	APP 5UTR inh	STAT1 act
Cc1cc(NC(=O)CN2C(=O)C3CC=CCC3C2=O)no1 (stereo not drawn)	3	4	-3	0.89	1.1	1	-8	3	-3	99
Nn1c(SCC(=O)Nc2ccc3c(c2)OCO3)nncc1=O	5	17	1	1.3	1	0.8	1	13	-13	98
COc1ccccc1C(CC(=O)Nc1ccc(C)c(C)c1)c1ccc(OC(C)C)cc1 (stereo not drawn)	-15	4	-2	1	1	1	-2	-20	20	93

# Assay outcomes: PubChem BioAssay, several laboratories
